Pol kappa inh: qHTS for Inhibitors of Polymerase Kappa; 400,000 tested, 0.53% active; Potency, µM (series often up to 107 µM), without a hit: at the top dose activity, negative = inhibition, usual class: inhibitors; AID 588579, 2011; DNA polymerase kappa (Homo sapiens), Q9UBT6; purified Pol kappa, fluorescent DNA synthesis assay, 10 min; further: on the % scale 0 is the no-effect control and ±100 the full control effect
Target sequence (Q9UBT6 whole entry, looked up): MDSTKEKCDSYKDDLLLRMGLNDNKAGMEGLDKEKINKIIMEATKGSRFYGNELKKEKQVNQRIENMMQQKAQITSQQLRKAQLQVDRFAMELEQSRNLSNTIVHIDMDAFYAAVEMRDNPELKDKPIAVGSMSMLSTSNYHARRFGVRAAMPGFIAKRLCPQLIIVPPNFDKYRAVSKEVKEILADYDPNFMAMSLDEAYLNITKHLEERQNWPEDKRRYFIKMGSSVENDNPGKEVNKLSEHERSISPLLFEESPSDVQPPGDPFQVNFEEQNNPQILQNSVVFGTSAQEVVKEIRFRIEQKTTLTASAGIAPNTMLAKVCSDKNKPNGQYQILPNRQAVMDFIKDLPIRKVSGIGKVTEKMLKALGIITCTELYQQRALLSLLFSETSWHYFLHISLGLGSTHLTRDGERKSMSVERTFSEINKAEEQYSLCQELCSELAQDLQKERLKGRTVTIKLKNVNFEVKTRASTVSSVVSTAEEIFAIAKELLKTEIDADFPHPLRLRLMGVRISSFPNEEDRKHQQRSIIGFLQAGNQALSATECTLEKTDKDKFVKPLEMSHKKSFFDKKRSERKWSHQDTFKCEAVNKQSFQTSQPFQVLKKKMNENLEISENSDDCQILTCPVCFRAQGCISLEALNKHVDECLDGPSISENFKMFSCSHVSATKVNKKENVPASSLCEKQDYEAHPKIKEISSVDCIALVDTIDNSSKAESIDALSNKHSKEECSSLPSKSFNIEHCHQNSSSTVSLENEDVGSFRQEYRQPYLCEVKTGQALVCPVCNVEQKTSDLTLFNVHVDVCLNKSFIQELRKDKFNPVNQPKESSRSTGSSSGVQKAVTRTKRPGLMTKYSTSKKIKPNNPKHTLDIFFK
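Pol kappa 10 nM + cpd, 15 min RT; start w/ substrate 50 nM final; fluorescence kinetic read, 0 and 10 min. Neg ctrl: buffer, no enzyme.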
APE1 inh: qHTS Assay for Inhibitors of the Human Apurinic/apyrimidinic Endonuclease 1 (APE1). Potency, µM (top dose mostly 65.8 µM), for inactives: at the highest dose activity change, negative = inhibition, hits mostly inhibitors. DNA repair nuclease/redox regulator APEX1 (Homo sapiens), P27695. recombinant APE1, TAMRA/BHQ-2 abasic DNA cleavage fluorescence. 350,000 tested, 0.35% active;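 further: plate controls were vehicle for no effect and reference inhibitor for full effect; nearly all actives have a fitted effect of over 55% in size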
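Endonuclease cleavage of a quenched abasic-site DNA duplex (50 nM) by APE1 (0.75 nM) was tracked by TAMRA dequenching. Compounds were preincubated with enzyme 15 min at room temperature; data normalized to buffer-only and DMSO wells plus NSC13755 control.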
Apoferritin bind: qHTS Assay for Identification of Novel General Anesthetics | Potency, µM (doses to about 77.5 µM), without a hit: at the highest dose activity change, negative = displacement, usual class: inhibitors | apoferritin/1-aminoanthracene competitive binding, fluorescence | 350,000 tested, 0.074% active | Ferritin light chain (Equus caballus), P02791; further: on the % scale 0 is the no-effect control and ±100 the full control effect; nearly all actives have a fitted effect of over 20% in size
Target sequence (P02791 2-175 limits assumed): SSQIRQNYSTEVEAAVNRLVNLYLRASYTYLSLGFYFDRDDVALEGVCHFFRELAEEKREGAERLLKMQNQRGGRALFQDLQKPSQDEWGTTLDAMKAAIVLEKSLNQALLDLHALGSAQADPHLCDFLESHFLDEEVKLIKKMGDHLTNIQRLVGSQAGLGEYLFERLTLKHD
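Probe: 1-aminoanthracene (50% saturated, PBS). Protein: horse-spleen apoferritin, 10 uM. Incubation: 10 min, room temperature. Detection: 380 nm excitation, 535 nm emission. Analysis: normalized response, four-parameter Hill.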
POLH inh: qHTS for Inhibitors of Polymerase Eta. 390,000 tested, 1.2% active. recombinant Pol eta, fluorescent DNA replication assay. Potency, µM (highest dose often 114 µM), for the others: at the top dose activity change, negative = inhibition, most hits filed as inhibitors. DNA polymerase eta (Homo sapiens), Q9Y253; further: on the % scale 0 is the no-effect control and ±100 the full control effect
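Pol eta at 10 nM preincubated with compounds 15 min at room temperature; reaction started with fluorescent substrate (50 nM final) and read kinetically at 0 and 10 min.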
G9a inh: qHTS Assay for Inhibitors of Histone Lysine Methyltransferase G9a; Histone-lysine N-methyltransferase EHMT2 (Homo sapiens), Q96KQ7; G9a H3K9 monomethylation, AlphaScreen, 2 h; Potency, µM (highest dose often 102 µM), without a hit: top-dose activity, negative = inhibition, usual class: inhibitors; 350,000 tested, 8.8% active; AID 504332, 2011; further: on the % scale 0 is the no-effect control and ±100 the full control effect; nearly all actives have a fitted effect of over 75% in size
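Using a bead-based AlphaScreen, monomethylated H3K9 product from 2 h room-temperature reactions (G9a 20 nM, peptide 500 nM, SAM 20 uM) was detected with 0.5 ug/mL rabbit anti-H3K9me1 antibody.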
POLI inh: qHTS for Inhibitors of Polymerase Iota; Pol iota fluorescent replication assay, 10 min; Potency, µM (series often up to 115 µM), without a hit: at the top dose activity, negative = inhibition, usual class: inhibitors; DNA polymerase iota (Homo sapiens), Q9UNA4; 390,000 tested, 1% active
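Fluorescent replication assay read twice, at 0 min and 10 min after adding 50 nM (final) substrate. Enzyme (10 nM) and compounds were first incubated 15 min at room temperature; enzyme-free buffer wells were negative controls.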
BLM inh: qHTS Assay for Inhibitors of Bloom's syndrome helicase (BLM); AID 2528, 2010; 350,000 tested, 0.2% active; recombinant BLM DNA unwinding, fluorescence dequenching; RecQ-like DNA helicase BLM (Homo sapiens), P54132; Potency, µM (titrated, usually from 56.1 µM), for the others: top-dose activity change, negative = inhibition, most hits filed as inhibitors;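 further: plate controls were vehicle for no effect and no enzyme for full effect; nearly all actives have a fitted effect of over 35% in size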
BAZ2B block: qHTS Assay for Inhibitors of BAZ2B; Potency, µM (series often up to 114 µM), inactives show top-dose activity change, negative = inhibition, usual class: inhibitors; Bromodomain adjacent to zinc finger domain protein 2B (Homo sapiens), Q9UIF8; AlphaScreen BAZ2B-H3K14Ac peptide displacement; 360,000 tested, 4.4% active; further: on the % scale 0 is the no-effect control and ±100 the full control effect; nearly all actives have a fitted effect of over 60% in size
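Compounds, titrated to a top concentration of 110 uM, were incubated 30 min at room temperature with preformed BAZ2B/acetyl-K14 H3 peptide complex (50 nM each). Proximity signal was measured by AlphaScreen after 20 min with beads.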
Pol beta inh: qHTS Assay for Inhibitors of DNA Polymerase Beta; Pol beta primer extension/strand displacement, fluorescence kinetic; Potency, µM (top dose mostly 114 µM), for the others: at the top dose activity change, negative = inhibition, usual class: inhibitors; 340,000 tested, 1.3% active; further: on the % scale 0 is the no-effect control and ±100 the full control effect
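Curves were derived by four-parameter Hill fits of normalized qHTS data. The kinetic fluorescent primer-extension read was taken at 0 and 10 min after 50 nM substrate, following a 15 min room-temperature preincubation of 10 nM enzyme with compounds.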
Active calls of the source: *; ? = inconclusive; . = no result given; [ ] = dose if it differs, or a comment. The call rests on the fitted dose curve; in most records, active means well fitted curve in the direction sought with a large enough effect; inconclusive means small, poorly fitted or top-dose-only effect, or another doubt; inactive means no such curve, though single readings can be large; an effect the other way counts as inactive or inconclusive. Potency means the concentration at half of the fitted maximal effect. The list is partial, so the mix of outcomes need not match the whole.

Letter code – A = Pol kappa inh; B = APE1 inh; C = Apoferritin bind; D = POLH inh; E = G9a inh; F = POLI inh; G = BLM inh; H = BAZ2B block; I = Pol beta inh
COc1ccc(Cl)cc1NC(=O)NNC(=O)c1ccccn1
  A: -7%	B: 3%	C: -8%	D: 4%	E: 33%	F: 3%	G: -6%	H: 2%	I: 3%

CN(CCc1ccccc1)C(=O)CCc1nnc(Cc2ccc3c(c2)OCO3)o1
  A: -10%	B: -9%	C: -9%	D: -13%	E: ?	F: 14%	G: -2%	H: -3%	I: 0%

Cc1ccc(NC(=O)C2CCCN(C(=O)c3ccc(Cl)cc3)C2)cc1S(=O)(=O)N1CCOCC1 (stereo unspecified)
  A: -12%	B: -5%	C: -16%	D: -6%	E: 0%	F: 26%	G: -2%	H: .	I: -20%

CCOC(=O)c1ccccc1NC(=O)CN(c1ccccc1C)S(C)(=O)=O
  A: -14%	B: 2%	C: -22%	D: 6%	E: 4%	F: 7%	G: -8%	H: 1%	I: 15%

O=C(c1cccc(N2C(=O)C3C4C=CC(C4)C3C2=O)c1)N1CCN(c2ccccc2)CC1 (stereo unspecified)
  A: -19%	B: 12%	C: -8%	D: -1%	E: -45%	F: 77%[activator]	G: -5%	H: -15%	I: -3%

Cc1ccc(NC(=O)CSc2nnc(CNC(=O)c3cccs3)o2)cc1
  A: -4%[60.1 µM]	B: 5%	C: -8%	D: -18%	E: 1%	F: 2%	G: 0%	H: -26%	I: 19%

CC(NC(=O)C12CC3CC(CC(C3)C1)C2)c1ccc2c(c1)OCCO2 (stereo unspecified)
  A: -9%	B: 1%	C: ?	D: -2%	E: 15%	F: 6%	G: -3%	H: 10%	I: 2%

Cc1cc(NCCN2CCOCC2)n2nc(C)c(-c3ccc(Cl)cc3)c2n1
  A: -3%	B: -7%	C: -20%	D: -14%	E: ?	F: 0%	G: -1%	H: -34%	I: -17%

Cc1ccc(N(C)C(=O)C2CCN(S(=O)(=O)c3c(C)noc3/C=C/c3c(C)cc(C)cc3C)CC2)cc1
  A: -7%[60.1 µM]	B: .	C: -3%	D: -19%	E: -1%[59 µM]	F: 12%	G: -9%	H: -15%	I: 17%

O=C(CN(c1ccccc1)S(=O)(=O)c1ccccc1[N+](=O)[O-])N1CCCC1
  A: 2%	B: 22%	C: -9%	D: -26%	E: 22%	F: 16%	G: 0%	H: -2%	I: 22%

CC(C)[C@H](NC(=O)[C@@H]1Cc2ccccc2CN1C(=O)OC(C)(C)C)C(=O)NCC1CCCO1 (stereo partly specified)
  A: 6%	B: 34%	C: -4%	D: -10%	E: -2%	F: 9%	G: 2%	H: -5%	I: 25%

CN1CCN(C2=CC(=O)OC23CCCCC3)CC1
  A: 2%	B: 0%	C: 5%	D: -13%	E: 25%[59 µM]	F: 5%	G: 3%	H: -4%	I: 2%

O=C(c1ccccc1)N1CCCN(c2nccc(C(F)(F)F)n2)CC1
  A: 6%	B: 1%	C: -4%	D: -4%	E: 8%	F: -2%	G: -1%	H: 3%	I: -3%

Cc1onc(-c2ccccc2)c1C(=O)NC1C(=O)N2C(C(=O)O)C(C)(C)S[C@@H]12 (stereo partly specified)
  A: -4%[60.1 µM]	B: -1%	C: 4%	D: .	E: 4%[2.33 µM]	F: .	G: 3%	H: .	I: .

NC(=O)CC(NC(=O)c1ccc(Br)cc1)c1ccc(NCc2ccc(F)c(F)c2)c([N+](=O)[O-])c1 (stereo unspecified)
  A: -7%	B: 1%	C: -8%	D: -4%	E: ?	F: 14%	G: -4%	H: -28%	I: 12%

Cc1c(C(=O)NNC(=O)c2ccncc2)oc2ccccc12
  A: 14%	B: 13%	C: .	D: -10%	E: 1%[12.7 µM]	F: 4%	G: .	H: 31%[activator]	I: .

O=C(CCNS(=O)(=O)c1ccccc1)OCC(=O)c1ccc(Br)cc1
  A: -19%	B: -12%	C: .	D: -17%	E: -1%	F: 9%	G: .	H: -1%	I: .

Cc1cc(NC(=O)CSc2nc3c(C)ccc(C)c3cc2C#N)no1
  A: 0%	B: 16%	C: -10%	D: -14%	E: ?	F: -2%	G: -4%	H: -15%	I: 84%

CC(C)CC(=O)Nc1nnc(SCC(=O)Nc2ccc3c(c2)OCO3)s1
  A: -8%	B: -4%	C: -11%	D: -25%	E: 9%	F: 7%	G: 1%	H: -6%	I: 33%

Cc1cc(C)cc(N=Cc2ccc([N+](=O)[O-])s2)c1
  A: -19%	B: 9%	C: -19%	D: 32µM*	E: 40µM*	F: 79µM*	G: -4%	H: 25µM*	I: ?

COc1ccc(NC(=O)c2cnn(-c3ccccc3)c2C)c(OC)c1
  A: 1%	B: 24%	C: -7%	D: -18%	E: 23%[59 µM]	F: 4%	G: -7%	H: -17%	I: 7%

Oc1cccc(Nc2c3ccccc3nc3ccccc23)c1
  A: -18%	B: 28%	C: 94%[activator]	D: -6%	E: 40µM*	F: ?	G: 11%	H: ?	I: ?

COc1ccc(N2CCN(C(=O)CCc3c(C)nc4c(-c5ccccc5)c(C)nn4c3C)CC2)cc1
  A: -3%	B: .	C: -2%	D: -30%	E: ?	F: 21%	G: -1%	H: ?	I: 8%

O=C1COc2ccc(C(=O)CSc3ccc(Br)cc3)cc2N1
  A: 5%	B: 2%	C: .	D: -9%	E: 8%[12.7 µM]	F: 40%[activator]	G: .	H: -3%	I: .

O=C1c2cccnc2C(Nc2ccc(S(=O)(=O)N3CCCCCC3)cc2)N1Cc1ccccc1 (stereo unspecified)
  A: -18%	B: 9%	C: -19%	D: -8%	E: .	F: ?	G: -5%	H: -8%	I: 21%

CC1(C)CC(NC(=O)C(C)(C)Oc2ccc(Cl)cc2)CC(C)(C)N1
  A: -6%	B: ?	C: -9%	D: -6%	E: -4%	F: 117%[activator]	G: 2%	H: 6%	I: 18%

COc1ccc(C(=O)O)cc1S(=O)(=O)Nc1ccccc1-c1ccccc1
  A: -3%	B: 10%[12.4 µM]	C: -7%	D: 6%	E: ?	F: 17%	G: 1%	H: 0%	I: -3%

N#CC1=C(N)Oc2c(oc(CO)cc2=O)C1c1ccsc1 (stereo unspecified)
  A: -19%	B: 10%	C: -3%	D: ?	E: 32µM*	F: 6%	G: -2%	H: 50µM*	I: 8%

CCCCn1c(SCC(=O)N2CCCC2)nnc1-c1ccccc1
  A: -4%	B: 1%	C: -5%	D: 7%	E: 3%	F: 27%	G: -2%	H: -3%	I: 0%

COc1ccccc1N1CCN(C(=O)CSc2nnc3c4ccccc4nc(Cc4ccccc4)n23)CC1
  A: .	B: 3%	C: 44%[activator]	D: .	E: -8%[59 µM]	F: .	G: -2%	H: -1%	I: 3%

Full records as entered above. Values in the order: Pol kappa inh, APE1 inh, Apoferritin bind, POLH inh, G9a inh, POLI inh, BLM inh, BAZ2B block, Pol beta inh
Profile of Cc1ccc(NC(=O)C2CCCN(C(=O)c3ccc(Cl)cc3)C2)cc1S(=O)(=O)N1CCOCC1 (stereo unspecified) = -12%, -5%, -16%, -6%, 0%, 26%, -2%, ., -20%
Profile of Cc1ccc(N(C)C(=O)C2CCN(S(=O)(=O)c3c(C)noc3/C=C/c3c(C)cc(C)cc3C)CC2)cc1 = -7%[60.1 µM], ., -3%, -19%, -1%[59 µM], 12%, -9%, -15%, 17%

Carrying on:
Letter code – A = Pol kappa inh; B = APE1 inh; C = Apoferritin bind; D = POLH inh; E = G9a inh; F = POLI inh; G = BLM inh; H = BAZ2B block; I = Pol beta inh
CC1CCc2c(sc(NC(=O)COc3ccccc3C(C)(C)C)c2C#N)C1 (stereo unspecified)
  A: 6%	B: .	C: 6%	D: -10%	E: 10µM*	F: 13%	G: 1%	H: 1%	I: -10%

Cc1nnc(NC2CCCCC2)[nH]c1=O
  A: -15%	B: 1%	C: 0%	D: -5%	E: -8%[59 µM]	F: 12%	G: 0%	H: 6%	I: 7%

CCOC(=O)N1CCN(S(=O)(=O)N2CCCC(C(=O)NCCCN3CCCCC3CC)C2)CC1 (stereo unspecified)
  A: -23%	B: -5%	C: -14%	D: 6%	E: 19%	F: 17%	G: 1%	H: 0%	I: 0%

O=C(Cn1c(C(=O)N2CCc3ccccc3C2)cc2sccc21)c1ccccc1
  A: -21%	B: -6%	C: ?	D: -13%	E: -10%[59 µM]	F: 25%	G: -10%	H: -21%	I: -19%

COc1ccc2c(CC(=O)Nc3ccccc3N3CCOCC3)coc2c1
  A: -17%	B: -5%	C: -11%	D: -3%	E: .	F: 35%[activator]	G: -9%	H: -17%	I: -2%

Cc1cc(CNC(=O)c2cc(Br)ccc2Cl)nn1C
  A: -2%	B: -2%	C: -7%	D: -7%	E: 2%[12.7 µM]	F: -5%	G: 1%	H: 0%	I: 26%

CN(C)c1ccc(C(=O)NCC(c2cccs2)N2CCOCC2)cc1 (stereo unspecified)
  A: -2%	B: -2%	C: .	D: -16%	E: .	F: -12%	G: .	H: .	I: .

Cc1cc(C)c(Nc2cc(S(=O)(=O)O)c(N)c3c2C(=O)c2ccccc2C3=O)c(C)c1
  A: ?	B: ?	C: -19%	D: 18µM*	E: 2.8µM*	F: ?	G: -30%	H: 5.6µM*	I: 20µM*

CCOc1ccccc1C1CC(=O)NC(C)=C1C(=O)OC1CCCCCC1 (stereo unspecified)
  A: -8%	B: .	C: 2%	D: -18%	E: -33%[59 µM]	F: 6%	G: -10%	H: -8%	I: 0%

Bioassay records: PubChem BioAssay, National Center for Advancing Translational Sciences (NCATS)
